Screening results: PubChem BioAssay, several laboratories
ARFGAP1 inhibitor: inhibitors of rat ARFGAP1 GAP activity, primary screen, biochemical, fluorescence polarization, GDP tracer | ADP-ribosylation factor GTPase-activating protein 1 (Rattus norvegicus), Q62848 | Arfgap1-stimulated ARF1 GTP hydrolysis, GDP FP detection | inhibition, % at 16.5 µM | hit rate 0.26% among 360,000;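 active means inhibition above a per-plate limit, mean inhibition of low control wells plus 3 SD, cut at about 25% in these data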;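 further: 0% = DMSO wells with enzyme and 100% = wells lacking Arfgap1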
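Assay system: purified rat His6-Arfgap1 residues 1-136 (GAP domain); Reagent: human Δ17 ARF1 bound to GTP; Dosing: 16.5 µM single point, 1.26% DMSO; Times: GTP hydrolysis reaction 2 h at 25 °C; Signal: FP, GDP Alexa 633 tracer displaced from anti-GDP antibody, 620/688 nm; Measure: % inhibition from polarization.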
NPR2 activator: human GC-B receptor activators, primary screen, HEK293 GC-B cells, cGMP TR-FRET, EC30 CNP; activation, % at 10 µM; 0% at EC30 CNP, 100% saturating CNP; hit rate 0.11% among 370,000; AID 1920062, 2024;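 active means activation at 10 µM reaching about 35% in either raw or pattern-adjusted values, limit read from the data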
rCAG RNA binder: binders of r(CAG) RNA repeats, primary screen, biochemical, fluorescence; r(CAG) RNA repeat, TO-PRO-1 dye displacement fluorescence; inhibition, % at 3 µM; hit rate 1.3% among 370,000;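 active means inhibition above the plate cutoff, the mean of all test compounds on that plate plus 3 SD, cut at about 35% in these data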;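 further: 0% = DMSO alone and 100% = 100 µM mitoxantrone as full dye displacement; higher means more dye released from RNA so lower well fluorescence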
HGIII-sPLA2 inh: human group III sPLA2 inhibitors, primary screen, biochemical, QFRET, BODIPY PC-A2 liposome substrate; Group 3 secretory phospholipase A2 (Homo sapiens), Q9NZ20; QFRET BODIPY PC-A2 liposome hydrolysis, fluorescence; inhibition, % at 12.2 µM; hit rate 0.56% among 370,000; AID 743126, 2013;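 active means inhibition above mean plus 3 SD of compounds lying within the high and low control bounds, cut at about 19% in these data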;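 further: 0% = median of test compound wells and 100% = no enzyme DMSO wells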
FXN GAA850 act: FXN promoter activators, primary screen, cell-based, luciferase luminescence, HEK293 lucGAA850; activation, % at 6 µM; HEK293 lucGAA850 FXN promoter luciferase reporter, 24 h; percent of 10 µM SAHA response; hit rate 0.56% among 360,000; AID 540364, 2011;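 active means activation above the average of all compounds screened plus 3 SD, cutoff fixed separately per campaign, cut at about 7.5% in these data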;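 further: 0% = DMSO wells and 100% = 10 µM SAHA wells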
KLK7 zymogen act: proKLK7 zymogen activators, primary screen, biochemical, fluorescence intensity. Kallikrein-7 (Homo sapiens), P49862. purified proKLK7, EDANS-DABCYL substrate fluorescence; 100% is mature enzyme control, 0% vehicle. activation, % at 7 µM. hit rate 0.9% among 370,000. AID 652039, 2013;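 active means activation above the mean of all tested compounds plus 3 SD, computed per campaign excluding outliers beyond control limits, cut at about 13% in these data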
NPR1 activator: GC-A stimulated cGMP production enhancers – HEK293 GC-A cells, cGMP TR-FRET, EC30 ANP, primary screen | Atrial natriuretic peptide receptor 1 (Homo sapiens), P16066 | 0% at EC30 ANP, 100% saturating ANP | activation, % at 10 µM | hit rate 0.14% among 370,000; in the data active means activation above about 40%
Target sequence (P16066 whole entry, looked up): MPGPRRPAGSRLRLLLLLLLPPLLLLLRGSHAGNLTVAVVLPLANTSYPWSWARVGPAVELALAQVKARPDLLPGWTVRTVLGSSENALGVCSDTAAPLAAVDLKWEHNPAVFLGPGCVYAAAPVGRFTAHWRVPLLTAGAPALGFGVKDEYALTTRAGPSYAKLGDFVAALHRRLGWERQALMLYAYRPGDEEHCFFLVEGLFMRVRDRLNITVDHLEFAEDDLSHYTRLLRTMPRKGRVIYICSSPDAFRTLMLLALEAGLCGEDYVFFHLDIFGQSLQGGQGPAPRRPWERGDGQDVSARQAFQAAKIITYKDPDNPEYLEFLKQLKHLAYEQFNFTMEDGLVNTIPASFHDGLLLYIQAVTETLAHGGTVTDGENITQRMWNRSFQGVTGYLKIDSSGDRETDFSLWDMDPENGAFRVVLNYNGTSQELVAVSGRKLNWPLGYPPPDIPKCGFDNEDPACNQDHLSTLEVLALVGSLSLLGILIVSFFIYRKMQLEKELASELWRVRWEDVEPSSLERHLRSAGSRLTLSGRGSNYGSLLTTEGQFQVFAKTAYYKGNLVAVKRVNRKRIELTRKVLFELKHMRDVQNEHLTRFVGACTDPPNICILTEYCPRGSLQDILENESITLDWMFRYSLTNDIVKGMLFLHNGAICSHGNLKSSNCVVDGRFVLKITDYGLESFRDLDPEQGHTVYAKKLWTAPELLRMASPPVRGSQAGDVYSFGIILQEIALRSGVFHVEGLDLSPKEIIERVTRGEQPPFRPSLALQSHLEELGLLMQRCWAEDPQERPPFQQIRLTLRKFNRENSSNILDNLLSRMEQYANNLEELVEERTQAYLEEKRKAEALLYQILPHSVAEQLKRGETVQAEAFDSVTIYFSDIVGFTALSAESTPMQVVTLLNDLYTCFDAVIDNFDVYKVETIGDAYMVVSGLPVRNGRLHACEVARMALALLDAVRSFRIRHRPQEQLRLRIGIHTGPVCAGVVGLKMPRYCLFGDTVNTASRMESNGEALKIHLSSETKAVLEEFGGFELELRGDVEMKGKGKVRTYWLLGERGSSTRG
ASAP1 inh: inhibitors of human ASAP1 ArfGAP activity, primary screen, biochemical, fluorescence polarization; Arf-GAP with SH3 domain, ANK repeat and PH domain-containing protein 1 (Homo sapiens), …; ASAP1-stimulated ARF1 GTP hydrolysis, GDP FP detection; inhibition, % at 16.5 µM; hit rate 0.19% among 360,000; AID 624377, 2012; in the data active means inhibition above about 25%;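 further: 0% = vehicle with enzyme and substrate and 100% = no enzyme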
DDE Tn6 FP inh: inhibitors of Tn6 peptide binding to fibrin DD(E), primary screen, biochemical, fluorescence polarization, human fibrin, Tn6 probe. Fibrinogen beta chain (Homo sapiens), P02675. Fibrin DD(E) TRITC-Tn6 fluorescence polarization displacement. inhibition, % at 8.3 µM. hit rate 0.21% among 370,000. AID 720509, 2013;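 active means inhibition above a per-campaign cutoff: mean of compounds within control limits plus 3 SD, cut at about 15% in these data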;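 further: 0% = median of all compound wells on the plate and 100% = blocking peptide control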
ADAM10 inh: human ADAM10 inhibitors, primary screen, biochemical, QFRET, HTS. Disintegrin and metalloproteinase domain-containing protein 10 (Homo sapiens), O14672. recombinant ADAM10, EDANS/DABCYL FRET peptide cleavage, 3 h. inhibition, % at 7 µM. hit rate 0.62% among 370,000. AID 720582, 2013;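 active means inhibition above a per-campaign cutoff equal to the mean of compounds falling between control-based bounds plus 3 SD, cut at about 20% in these data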;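 further: 0% = DMSO wells while the 100% control is not disclosed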
* marks the source's active call; other numbers are inactive results; nt = no result given.

mol	ARFGAP1 inhibitor	NPR2 activator	rCAG RNA binder	HGIII-sPLA2 inh	FXN GAA850 act	KLK7 zymogen act	NPR1 activator	ASAP1 inh	DDE Tn6 FP inh	ADAM10 inh
COc1cccc(N2C(=O)C(O)=C(C(C)=O)C2c2ccc(OC)c(OC)c2)c1 (configuration not stated)	-10	1	6	-14	3.2	0.3	2	3	8	13
O=C(Cc1c[nH]c2ccccc12)N1CCc2ccccc21	3	1	6	-42	3.2	0.1	1	2	3	4
COC(=O)c1cc(S(=O)(=O)N2CCN(c3cc(C)ccc3C)CC2)c[nH]1	-10	0	0	-24	-2.1	0.7	0	0	2	10
CC(=O)c1ccc(OC(=O)c2nc(-c3ccccc3)oc2C)cc1	4	-2	1	2	1.2	-1.0	0	-2	1	-2
O=C(NCc1ccco1)C1CC(=O)N(c2ccc(Cl)cc2)C1 (configuration not stated)	-6	-5	-1	0	2.3	0.1	1	-6	3	-2
CCN(CC)c1ncnc2c1sc1nc(C)cc(C)c12	-4	7	-2	3	2.7	-1.2	7	-7	2	-23
COC(=O)[C@]12C[C@H](CC(=O)NCc3ccc(OC)c(OC)c3)C(=O)N(Cc3ccc(Cl)cc3Cl)C1=C[C@H](C1CCCC1)O[C@@H]2C	nt	-2	10	-13	nt	0.8	-16	nt	3	3
O=C(COC(=O)c1ccco1)c1ccc(S(=O)(=O)N2CCCCC2)cc1	10	3	15	-13	1.5	0.1	1	3	-4	9
Cc1nc2ncnn2c(C)c1CCC(=O)NCCc1ccccc1	-15	1	-2	-2	0.4	-0.5	-1	-11	-1	-7
C[C@@H]1CCCCO[C@@H](CN(C)S(=O)(=O)c2ccccc2)[C@@H](C)CN([C@H](C)CO)C(=O)c2cc(N(C)C)ccc2O1	8	-1	2	0	-0.2	0.1	3	5	4	-6
CN(C)c1ccc(P(=O)(COc2ccc([N+](=O)[O-])cc2)c2ccc(N(C)C)cc2)cc1	10	-8	3	9	0.3	0.2	-6	3	2	3
COc1cc(C#Cc2ccc3cc(CCO)oc(=O)c3c2)cc(OC)c1	6	-10	12	-61	7.8*	-15	-5	0	-6	-75
C=CCSc1nnc(NC(=O)CCN2C(=O)C3CC=CCC3C2=O)s1 (configuration not stated)	3	0	2	10	2.0	0.3	0	-11	0	-3
CC1(C)CC2CC(C)(CN2C(=S)Nc2ccccc2)C1 (configuration not stated)	-1	-6	-3	12	1.1	-0.1	2	-11	4	-2
O=C(O)CSc1nnc(Cc2ccccc2)n1Cc1ccccc1	5	-1	1	2	-0.7	-0.3	-1	-8	-2	4
CCOc1ccc(S(=O)(=O)Nc2ccc(C(=O)N/N=C(\C)c3ccc(-n4ccnc4)cc3)cc2)cc1	13	-5	13	-28	1.4	0.0	-2	14	-10	11
CCOCCn1c(N2CCCC2)nc2c1c(=O)[nH]c(=O)n2C	6	3	2	0	1.0	0.2	-2	0	0	5
CCOC(=O)c1ccc(NC(=O)C(C)Sc2nc(O)c(-c3ccccc3)c(=O)[nH]2)cc1 (configuration not stated)	-6	-2	13	2	1.1	0.3	-3	-1	-1	1
COc1ccc(S(=O)(=O)N(C)C2CCS(=O)(=O)C2)cc1OC (configuration not stated)	13	4	-1	2	1.0	-0.6	-1	5	-3	1
N#CCCN(C(=O)COC(=O)Cc1c[nH]c2ccccc12)c1ccccc1	0	1	-3	-58	-2.3	0.2	-3	4	7	1
CC(C)(C)NC(=O)C(OC(=O)c1cccs1)c1ccc(C#N)cc1 (configuration not stated)	-5	0	-3	-3	0.6	0.2	-3	-8	-4	-7
Fc1ccc(COc2ccc(Br)cc2CNCc2ccncc2)cc1	12	-12	-3	-9	0.9	0.5	-19	3	-4	-4
COc1ccc(CCNC(=O)Cc2cccs2)cc1	-6	5	3	0	1.6	-0.3	3	-8	1	8
CC1CCCC(C)N1C(=O)CSc1ncccn1 (configuration not stated)	5	1	0	2	0.4	-0.6	5	10	-6	-12
CCCC[C@H]1C2CC(OC(=O)Nc3ccc(Br)cc3)C(C2)[C@H]2CCCCN21 (some centres not stated)	nt	-4	5	0	nt	0.1	-4	nt	-8	1

Single records, from the list above:
CC(=O)c1ccc(OC(=O)c2nc(-c3ccccc3)oc2C)cc1 in the list: ARFGAP1 inhibitor: 4; NPR2 activator: -2; rCAG RNA binder: 1; HGIII-sPLA2 inh: 2; FXN GAA850 act: 1.2; KLK7 zymogen act: -1.0; NPR1 activator: 0; ASAP1 inh: -2; DDE Tn6 FP inh: 1; ADAM10 inh: -2
CCOC(=O)c1ccc(NC(=O)C(C)Sc2nc(O)c(-c3ccccc3)c(=O)[nH]2)cc1 (configuration not stated) in the list: ARFGAP1 inhibitor: -6; NPR2 activator: -2; rCAG RNA binder: 13; HGIII-sPLA2 inh: 2; FXN GAA850 act: 1.1; KLK7 zymogen act: 0.3; NPR1 activator: -3; ASAP1 inh: -1; DDE Tn6 FP inh: -1; ADAM10 inh: 1

Following part
mol	ARFGAP1 inhibitor	NPR2 activator	rCAG RNA binder	HGIII-sPLA2 inh	FXN GAA850 act	KLK7 zymogen act	NPR1 activator	ASAP1 inh	DDE Tn6 FP inh	ADAM10 inh
COc1ccc(C(O)c2ncc(C(F)(F)F)cc2Cl)cc1 (configuration not stated)	-1	2	-3	1	2.4	-0.3	4	7	4	4
CCN(C(=O)COC(=O)c1cc(-c2ccccc2)nc2ccc(Br)cc12)C1CCS(=O)(=O)C1 (configuration not stated)	2	0	0	2	0.8	-0.5	7	-7	-1	-4
Cc1[nH][nH]c(=O)c1C(c1ccc(-c2ccc(Cl)cc2)o1)c1c(C)[nH][nH]c1=O	11	0	12	-8	-1.5	0.9	4	11	0	4
O=C(C[C@H]1C[C@@H]2c3cc(NC(=O)Nc4ccccc4F)ccc3O[C@@H]2[C@H](CO)O1)NCc1ccccn1	-11	0	3	-4	-1.0	0.9	2	11	-3	-3
OCC1(Cc2ccccc2)CCCN(Cc2ccc3c(c2)OCCO3)C1 (configuration not stated)	9	-8	-6	-8	-1.5	0.0	-4	16	-4	-5
CNC(=O)Nc1ccc2snnc2c1	0	-5	2	0	2.6	0.8	25	5	5	-60
CN(C)c1cc[n+](CC(=O)Nc2ccccc2C(F)(F)F)cc1	9	1	1	-1	-0.2	0.5	0	-13	-9	3
Cc1nnc(NC(=O)c2cccc(S(=O)(=O)N3CCCC3)c2)s1	5	3	3	-4	0.8	0.2	2	7	7	3
O=C(O)CCCNC(=O)c1cccc(C(=O)NCCCC(=O)O)n1	18	1	-3	16	0.7	0.1	5	-2	0	-8
COc1ccccc1NC(=O)Cn1cc(C(=O)C2CC2)c2ccccc21	-4	2	2	-13	1.6	-0.4	0	-2	6	1
CCN(C(=O)COC(=O)c1oc2ccc(OC)cc2c1C)C1CCS(=O)(=O)C1 (configuration not stated)	3	0	0	-10	0.6	2.4	2	-6	5	-376
O=C(NCC1CCCO1)c1cncc(Br)c1 (configuration not stated)	4	0	-4	4	-1.0	0.1	-3	14	-2	-8
NC(=O)c1ncn([C@@H]2O[C@H](CNCc3ccc(-c4cc(C(F)(F)F)ccc4Cl)o3)[C@@H](O)[C@H]2O)n1	-12	-2	2	10	-2.0	-0.8	1	-6	0	-15
CCOc1ccc(OCc2ccc(C(=O)N3CCCCC3)o2)cc1	12	4	-7	-4	2.7	0.3	3	-1	4	-4
COc1ccccc1N1CCN(C2CCCN(C(=O)CC(F)(F)F)C2)CC1 (configuration not stated)	-2	-1	-6	2	0.8	-0.2	0	1	4	-6
COc1ccc(OCCN2CCC(C(=O)NC(c3ccsc3)c3ccccc3C)CC2)cc1 (configuration not stated)	-17	0	5	-11	-1.8	0.5	1	1	3	4
Cc1ccc(C(C)C)cc2c(C)ccc1-2	5	-2	10	5	-2.7	0.0	-9	-5	-5	-7
O=C1C=C(OCc2ccccc2)CN1	-3	-1	0	2	-1.5	0.4	2	-7	8	-1
CCOC(=O)N1CCN(Cc2nc3c(c(=O)[nH]c(=O)n3C)n2CCCc2ccccc2)CC1	-6	-7	-6	-1	3.9	-0.1	-2	-9	0	-3
CCn1cc(S(=O)(=O)c2ccc(Cl)cc2)c(=O)c2cc(OC)ccc21	6	0	-4	5	-0.8	-0.7	-7	-1	14	-43
O=C(Nc1nccs1)c1cccc(NC(=O)C2CC2)c1	3	3	2	-6	-3.7	0.1	1	1	-5	8
Cc1ccc(S(=O)(=O)NCC(=O)OC(C(=O)c2ccccc2)c2ccccc2)cc1 (configuration not stated)	4	1	-2	-11	-1.6	1.4	-4	0	1	-3
O=C(NCCn1cccn1)c1ccc(OC2CCN(CCc3ccccc3)CC2)cc1	-1	2	-7	0	1.9	-0.3	-1	-12	-5	-7
COC(=O)c1ccsc1NS(C)(=O)=O	-7	6	1	17	nt	0.0	1	6	0	-34
COc1ccccc1CN1CC(C(=O)N2CCCCCCC2)CCC1=O (configuration not stated)	-8	3	-9	4	0.0	0.0	-1	-2	2	-8
NC(=O)Nc1ccc(C(=O)OCC(=O)Nc2ccc([N+](=O)[O-])cc2C(F)(F)F)cc1	2	-1	4	0	2.2	-1.1	0	2	-7	-7
Cc1ccccc1Nc1nnc(SCC(=O)Nc2ncc(C(F)(F)F)cc2Cl)s1	-8	-2	1	-30	1.7	0.3	-3	10	9	0
